RNase H inhibition: RNase H inhibition, HIV 1 Gag Pol polyprotein, FRET biochemical assay, screening (AID 372). 100,000 tested, 0.77% active. HIV-1 RT RNase H, FRET RNA/DNA substrate fluorescence; higher % means a stronger effect. inhibition, % at 10 µM, or IC50 in µM where a hit was titrated; in the data active = inhibition above about 50%
Active calls of the source: *. A portion of the library; rates above refer to the full screens.

SMILES	RNase H inhibition
O=C(NCc1ccccc1)c1ccc(S(=O)(=O)c2ccccc2)cc1	2%
Cn1c(=O)[nH]c2c(nc(-c3ccc(Cl)cc3)n2CCc2ccccc2)c1=O	0%
CC(C1CC1)N(Cc1ccccc1)C(=O)Nc1ccccc1Cl (stereo not drawn)	3%
O=C(O)c1ccc(C=Nc2ccc(C(=O)O)cc2)cc1	5%
Cc1ccc(/C=C(/NC(=O)c2ccccc2I)C(=O)Nc2ccccc2)o1	14%
COc1ccccc1/C=C1/SC(=S)N(CCc2ccc(OC)c(OC)c2)C1=O	16%
Clc1c2ccccc2c(CN2CCc3c([nH]c4ccccc34)C2)c2ccccc12	3%
CC1CCN(Cn2cnn(CN3CCC(C)CC3)c2=S)CC1	0%
O=c1[nH]c(=O)n(-c2ccccc2F)c(O)c1C=Nc1ccc2c(c1)OCO2	0%
CCOC(=O)C1=C(C)N=c2s/c(=C/c3ccc(-c4cccc(C(F)(F)F)c4)o3)c(=O)n2C1c1cccs1 (stereo not drawn)	6%
COc1ccc(-c2nnc(/C=C/c3ccccc3)o2)cc1	10%
COc1ccc(N(CC(=O)NC(C)c2ccccc2)S(C)(=O)=O)c(OC)c1 (stereo not drawn)	7%
COc1ccc(N(CC(=O)Nc2cccc(C)c2)S(C)(=O)=O)c(OC)c1	0%
Cc1cc(C)nc(SCC(=O)Nc2nc3ccc([N+](=O)[O-])cc3s2)n1	20%
COC(=O)/C(C#N)=C\c1ccc(OC)cc1	0%
Cc1ccc(-c2nc3ncccc3o2)cc1NC(=O)c1cc2ccccc2o1	9%
COc1cc2c(cc1OC)C(c1cccc(Cl)c1)N(Cc1ccccc1Cl)CC2 (stereo not drawn)	23%
C/C(=N\N=C1/NC(=O)C(CC(=O)O)S1)c1ccc(Cl)cc1 (stereo not drawn)	8%
Cc1cc(C)cc(OCC(=O)NNC(=O)c2ccccc2Cl)c1	5%
Cc1ccc(C=Nc2cccc(C#N)c2)s1	8%
Cc1c(C(=O)Nc2cccc(-c3nc4ncccc4o3)c2)cccc1[N+](=O)[O-]	6%
O=C1/C(=C/N2CCCCC2)c2ccccc2C(=O)N1c1ccccc1	16%
c1cnc(Nc2nc(-c3cccnc3)cs2)nc1	14%
CCOc1ccc(NC(=O)CCN2C(=O)c3ccccc3C2=O)cc1	6%
CCOc1cc(C(=O)Nc2nn[nH]n2)cc(OCC)c1OCC	6%
SMILES	RNase H inhibition
Cc1ccccc1C(=O)Nc1ccc(Cc2ccc(NC(=O)c3ccccc3C)c(C(=O)O)c2)cc1C(=O)O	5%
CCOC(=O)C1=C(O)/C(=C\c2ccc(F)cc2)N=C1C	13%
CCC(=Nc1ccc(C)cc1)C1=C(O)CC(c2ccccc2)CC1=O (stereo not drawn)	0%
CCOc1ccc(N(CC(=O)Nc2ccccc2)S(=O)(=O)c2ccccc2)cc1	16%
O=C(Nc1ccc(Cl)cc1)N1CCCC1	6%
Cc1cc(C)c(S(=O)(=O)Nc2cc(Br)c(O)c3ccccc23)c(C)c1	18%
CCOc1ccc(-c2ncnn2-c2cccc(C(F)(F)F)c2)cc1	2%
C=CCn1c(SCc2ccc(C(=O)NCCO)cc2)nc2sc3c(c2c1=O)CCCC3	19%
CC(=O)Nc1ccc(Oc2ccc(C(=O)O)c(C(=O)O)c2)cc1	1%
CC(=O)Nc1ccccc1NC(=O)c1ccc(Cl)c(Cl)c1	3%
Cc1cc(-c2ccccc2)nc(N/N=C/c2c(O)ccc3ccccc23)n1	0%
Cc1ccc(-c2cc(C(=O)Nc3cc(Cl)cc(Cl)c3)c3ccccc3n2)cc1C	7%
CCOC(=O)c1c(C)nc(C)c(C(=O)OCC)c1-c1ccc(Br)cc1	16%
CCSCCOC(=O)C1=C(C)NC2=C(C(=O)CC(c3ccc(OC)cc3)C2)C1c1ccc(O)c(OC)c1 (stereo not drawn)	3%
C/C(=N\N=C1\NC(=O)C(CC(=O)Nc2ccc(Cl)cc2Cl)S1)c1ccc([N+](=O)[O-])cc1 (stereo not drawn)	5%
CC(C)c1ccc(CN2CCN(C/C=C/c3ccccc3)CC2)cc1	7%
COc1ccc(Cl)cc1/C=C1\C(=O)N(c2ccc(Cl)c(C(=O)O)c2)N=C1C	4%
Cc1c(Cc2ccccc2)c(=O)n2c([nH]c3ccccc32)c1C#N	9%
O=c1c2c(nc3n1CC(O)CS3)-c1ccccc1CC21CCCC1 (stereo not drawn)	5%
Cn1c(O)c(N=N/C(=N/c2ccccn2)c2ccccn2)c2cc(Br)ccc21	3%
Fc1ccc(/C=N/Nc2ncc(Br)cn2)cc1	8%
COc1ccc(CN2CCN(C3CCCCC3)CC2)cc1	0%
O=C(c1cccc(S(=O)(=O)N2CCOCC2)c1)N1CCOCC1	0%
CC(Oc1ccc(Cl)cc1Cl)C(=O)Nc1ccc(F)cc1F (stereo not drawn)	25%
O=C(Cn1c2ccccc2c(=O)c2ccccc21)N/N=C/c1cc(Cl)cc(Cl)c1O	25%
SMILES	RNase H inhibition
O=C(O)c1ccccc1C(=O)Nc1ccc(Nc2ccc([N+](=O)[O-])cc2[N+](=O)[O-])cc1	5%
COc1ccc(S(=O)(=O)Nc2ccc(C(N)=O)cc2)cc1OC	9%
COC(=O)C1=CN(CC2CCCO2)C=C(C(=O)OC)C1c1cccc(OC)c1 (stereo not drawn)	0%
Cc1cc2nn(-c3ccccc3)nc2cc1N	50%*
CCCCc1ccc(-c2csc(/C(C#N)=C/c3ccc(O)c(OCC)c3)n2)cc1	16%
CCOC(=O)COc1ccc(/C=C2\C(=O)NC(=S)N(c3ccc(F)cc3)C2=O)cc1OC	10%
CC(C)(C)c1ccc(C(=O)Nc2cccc(Cl)c2)cc1	11%
COc1ccc(NC(=O)C(=O)N/N=C/c2ccccc2F)c(OC)c1	13%
COc1ccc(CC(=O)Nc2ccc(Oc3ccc4ccccc4c3Cl)c(Cl)c2)cc1OC	16%
Cc1ccc(N2CC(C(=O)Nc3cc(C)ccc3C)CC2=O)cc1 (stereo not drawn)	41%
O=C(N/N=C/c1ccc(O)cc1O)c1cnccn1	5%
COc1ccc(C(=O)CC(Nc2ccc([N+](=O)[O-])cc2)c2ccc(Cl)cc2)cc1 (stereo not drawn)	16%
CCCCCOC(=O)c1ccc2c(c1)C(=O)N(c1ccc(OC)cc1)C2=O	8%
Oc1cccc(C=Nn2c(-c3ccc(Cl)cc3Cl)n[nH]c2=S)c1	41%
Cc1ccc(-c2nc3ccccc3s2)cc1NC(=S)NC(=O)c1ccccc1[N+](=O)[O-]	17%
CCOC(=O)C(=O)N1c2ccccc2CCc2ccccc21	0%
CCOC(=O)C1=C(C)NC2=C(C(=O)CCC2)C1c1cc2c(cc1Br)OCO2 (stereo not drawn)	12%
CC(C(=O)c1ccc(-c2ccccc2)cc1)[n+]1ccccc1 (stereo not drawn)	9%
COc1ccc(C(=O)COc2cc3c(C(=O)OC(C)C)c(C)oc3cc2Br)cc1	1%
COc1cc(C=C2C(=O)N(C)C(=O)N(C)C2=O)ccc1OCc1ccc(C(=O)O)cc1	15%
COc1cccc(OCCNc2cc(Cl)ccc2[N+](=O)[O-])c1	13%
CCOC(=O)C1=C(CC)NC2=C(C(=O)CCC2)C1c1ccc(Br)cc1 (stereo not drawn)	6%
CCOc1ccc(N(CC(=O)N/N=C/c2ccc(N(C)C)c(Br)c2)S(=O)(=O)c2ccc(Cl)cc2)cc1	25%
CCc1cccc(CC)c1NC(=O)c1ccco1	10%
CC(=O)C(C)Oc1ccc2ccc(=O)oc2c1 (stereo not drawn)	9%

A second format for some results above.
Compound,RNase H inhibition
Cc1ccc(-c2nc3ncccc3o2)cc1NC(=O)c1cc2ccccc2o1,9%
CC(=O)Nc1ccccc1NC(=O)c1ccc(Cl)c(Cl)c1,3%

Continued.
SMILES	RNase H inhibition
C=CCN1C(=O)/C(=C\c2cc(I)c(O)c(OCC)c2)C(=O)NC1=S	15%
O=C1C2C3C=CC(C4CC34)C2C(=O)N1c1ccc(I)cc1 (stereo not drawn)	0%
CCC(C)NC(=O)C(=O)NCc1ccccc1 (stereo not drawn)	4%
COC(=O)c1ccc(NC(=O)C2CC(=O)N(c3ccc(C)cc3)C2)cc1 (stereo not drawn)	5%
Cc1cc(=O)[nH]c(Nc2ccccc2)n1	0%
COc1ccc(C(=O)c2cccc(C(=O)c3ccc(OC)c(C)c3)c2)cc1C	0%
CCOc1ccc(C(=O)Nc2cc3nn(-c4ccc(OC)cc4)nc3cc2C)cc1	8%
CCc1ccc(NC(=O)c2c(-c3ccccc3)noc2C)cc1	4%
CCOC(=O)c1ccc(-c2ccc(/C=N/O)o2)cc1	0%
Cc1cc(C)c(C(=O)/C=C/c2ccc3c(c2)OCO3)c(=O)[nH]1	0%
CC1=C(C(=O)OCCOC(C)C)C(c2ccccc2Cl)NC(=O)N1 (stereo not drawn)	6%
Cc1ccccc1C(=O)Nc1ccccc1CO	2%
Cc1ccccc1NC(=O)c1cc(C(=O)Nc2ccccc2C)n(C)n1	10%
Cc1cc(C)cc(OCCOc2cccc(/C=C3\SC(=O)NC3=O)c2)c1	45%
CCC(C)OC(=O)C1=C(C)NC2=C(C(=O)CC(c3ccc(OC)cc3)C2)C1c1cc(OC)c(OC)cc1Br (stereo not drawn)	15%
Cc1cc(C)n(-c2nc(-c3ccccc3)cc(-c3ccccc3O)n2)n1	3%
O=C(O)c1cc2ccccc2cc1Nc1ccnc2cc(Cl)ccc12	6%
O=C(Nc1cc(C(F)(F)F)cc(C(F)(F)F)c1)c1cccc(Br)c1	4%
COc1ccc(/C=C(/NC(=O)c2ccccc2)C(=O)N2CCCCCC2)cc1OC	5%
COc1cc([N+](=O)[O-])ccc1-c1ccc(C(=O)Nc2ccc(N3CCCCC3)cc2)o1	26%
CCOc1cc(C(=O)NC(=S)Nc2cc(Cl)cc(Cl)c2)cc(OCC)c1OCC	16%
CCC1=NN2C(=N)/C(=C/c3ccc(-c4ccccc4[N+](=O)[O-])o3)C(=O)N=C2S1	8%
CCCCOC(=O)c1ccc(NC2=C(N3CCOCC3)C(=O)c3ccccc3C2=O)cc1	12%
Cc1[nH]c2ccccc2c1/C=N/NC(=O)c1cccnc1	7%
CC(C)Nc1nc(-c2ccccc2O)nc2ccccc12	9%

Five compounds from above, ordered by formula weight, largest number first.
SMILES	RNase H inhibition
CCCCOC(=O)c1ccc(NC2=C(N3CCOCC3)C(=O)c3ccccc3C2=O)cc1	12%
O=C(Nc1cc(C(F)(F)F)cc(C(F)(F)F)c1)c1cccc(Br)c1	4%
CCC1=NN2C(=N)/C(=C/c3ccc(-c4ccccc4[N+](=O)[O-])o3)C(=O)N=C2S1	8%
O=C1C2C3C=CC(C4CC34)C2C(=O)N1c1ccc(I)cc1 (stereo not drawn)	0%
CCc1ccc(NC(=O)c2c(-c3ccccc3)noc2C)cc1	4%

(next part)
SMILES	RNase H inhibition
COc1ccc(/C=N/Nc2ccc3ccccc3n2)cc1	16%
C/C(CCc1ccc2c(c1)OCO2)=N\N=C1/NC(=O)CC(C(=O)NCCc2ccc(S(N)(=O)=O)cc2)S1 (stereo not drawn)	16%
O=C1NC(=S)NC(=O)C1=Cc1cc(Cl)c(OCc2ccc(C(=O)O)cc2)c(Cl)c1	16%
Cc1cccc(N=Cc2c(O)n(-c3ccccc3)c(=O)[nH]c2=O)c1	0%
COc1ccc(-c2csc(/C(C#N)=C/Nc3ccc(NC(C)=O)cc3)n2)cc1	28%
COc1ccc(Br)cc1/C=C/C(=O)Nc1ccc(N2CCOCC2)cc1	15%
CC(=O)c1ccc(N2CCN(Cc3cccs3)CC2)cc1	1%
CCOC(=O)c1ccc(NC(=O)c2ccc(Cl)c([N+](=O)[O-])c2)cc1	21%
O=C(NCc1cccs1)c1cc2n(n1)C(C(F)(F)F)CC(c1cccs1)N2 (stereo not drawn)	4%
CC(=O)N1CC2(CC(=O)OC(C)C)CN(C(C)=O)CC(CC(=O)OC(C)C)(C1)C2=O	4%
CCCCCCc1cnc(-c2ccc(-c3ccc(CCCCC)cc3)cc2)nc1	0%
CCOC(=O)c1ccccc1-c1ccc(C=C2C(=O)NC(=S)NC2=O)o1	16%
Cc1nn2c3ccccc3n(C)c2c1C(=O)/C=C/c1ccccc1	6%
CCCC(C)NC(=O)c1cc(Cl)ccc1Cl (stereo not drawn)	4%
O=C(Nc1cc(C(F)(F)F)cc(C(F)(F)F)c1)c1cc(Br)ccc1Cl	19%
O=C(c1cc(-c2ccccc2Cl)nc2ccccc12)N1CCOCC1	19%
O=C(COc1ccccc1)N1CCN(c2ccccc2)CC1	6%
COc1cccc(C(=O)Nc2cc3nn(-c4ccc(C)cc4)nc3cc2C)c1	6%
Cc1cccc(-n2c(C)cc(/C=C(\C#N)C(=O)Nc3ccc(F)cc3)c2C)c1C	22%
COc1ccc(-c2n[nH]c(=S)n2/N=C/c2ccc(Cl)c([N+](=O)[O-])c2)cc1	10%

Another view of part of the listing above.
CCC(C)OC(=O)C1=C(C)NC2=C(C(=O)CC(c3ccc(OC)cc3)C2)C1c1cc(OC)c(OC)cc1Br (stereo not drawn)
- RNase H inhibition: 15%
CCOC(=O)COc1ccc(/C=C2\C(=O)NC(=S)N(c3ccc(F)cc3)C2=O)cc1OC
- RNase H inhibition: 10%

Compound activity as filed in PubChem BioAssay.
